MsrA inh: bovine MsrA enzyme inhibitors, primary screen, biochemical, absorbance, HTS; 360,000 tested, 0.75% active; purified bovine MsrA, absorbance read-out; AID 651718, 2012; inhibition, % at 15.5 µM; in the data active = inhibition above about 4.5%;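 also: 0% = vehicle wells with enzyme and 100% = reference inhibitor wells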
NRP1-CendR mod: modulators of CendR peptide binding to NRP-1, primary screen, biochemical, fluorescence polarization, uHTS; Neuropilin-1 (Homo sapiens), O14786; 360,000 tested, 0.85% active; inhibition, % at 25 µM; AID 602438, 2012; FAM-RPARPAR peptide binding to NRP-1;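 active = inhibition or corrected inhibition above about 18%, plus a signal ratio from 0.5 to 1.5, limit read from the data, passing the limit was not always enough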; also: strong numbers were not always called active
SKN-1 block: suppressors of acrylamide-induced Pgst-4::GFP reporter in worms, primary screen, SKN-1 inhibitor project, whole organism, uHTS, GFP/RFP fluorescence ratio, strain VP596 | C. elegans VP596 Pgst-4::GFP/RFP ratio, 24 h | inhibition, % at 21.8 µM | AID 624304, 2012 | 360,000 tested, 0.49% active;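 active = interference check ratio from 0.5 to 1.5 plus GFP to RFP signal ratio inhibition reaching or exceeding a fixed threshold, cut at about 30% in these data, passing the limit was not always enough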; also: some compounds called inactive have numbers as strong as hits
MLLE-PAM2 inh: inhibitors of PABP1 MLLE–PAM2 peptide binding, primary screen, biochemical, fluorescence polarization, FITC-PAM2, GST-MLLE | Polyadenylate-binding protein 1 (Homo sapiens), P11940 | inhibition, % at 20 µM | 360,000 tested, 0.36% active; in the data active = inhibition above about 35%, passing the limit was not always enough;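 also: plate controls were DMSO wells with GST-MLLE for no effect and wells lacking GST-MLLE protein for full effect; some results filed as inactive read as strong as hits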
E coli Lon inh: inhibitors of E. coli Lon protease, primary screen, biochemical, fluorescence polarization. P0A9M0. purified E. coli Lon protease. inhibition, % at 7.94 µM. 360,000 tested, 0.42% active. AID 602123, 2011; in the data active = inhibition above about 13%, passing the limit was not always enough;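 also: 0% = enzyme with probe and DMSO and 100% = no enzyme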
Target sequence (P0A9M0 whole entry, looked up): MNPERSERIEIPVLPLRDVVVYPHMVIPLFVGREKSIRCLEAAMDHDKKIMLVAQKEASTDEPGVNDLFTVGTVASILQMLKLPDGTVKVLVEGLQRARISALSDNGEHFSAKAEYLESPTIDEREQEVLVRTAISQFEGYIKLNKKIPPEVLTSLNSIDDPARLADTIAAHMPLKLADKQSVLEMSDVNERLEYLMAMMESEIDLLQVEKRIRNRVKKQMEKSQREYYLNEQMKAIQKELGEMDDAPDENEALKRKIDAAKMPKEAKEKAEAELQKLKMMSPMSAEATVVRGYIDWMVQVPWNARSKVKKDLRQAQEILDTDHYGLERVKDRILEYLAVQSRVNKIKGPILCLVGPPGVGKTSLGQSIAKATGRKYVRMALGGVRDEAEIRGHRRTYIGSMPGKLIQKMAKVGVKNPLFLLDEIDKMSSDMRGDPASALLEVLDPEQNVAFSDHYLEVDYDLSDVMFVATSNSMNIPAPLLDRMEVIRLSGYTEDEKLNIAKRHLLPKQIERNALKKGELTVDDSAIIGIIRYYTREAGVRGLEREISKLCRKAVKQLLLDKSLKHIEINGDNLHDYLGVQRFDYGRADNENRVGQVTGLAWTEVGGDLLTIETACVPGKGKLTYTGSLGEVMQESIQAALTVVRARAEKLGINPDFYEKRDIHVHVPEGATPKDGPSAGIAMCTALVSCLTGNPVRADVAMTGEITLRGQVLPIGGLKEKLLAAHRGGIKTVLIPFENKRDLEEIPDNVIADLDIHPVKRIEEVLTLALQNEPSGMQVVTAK
MT1-MMP act inh: blockers of MT1-MMP proenzyme processing, primary screen, HT1080 RFP-PRO-GFP cells, GFP/RFP fluorescence. Matrix metalloproteinase-14 (Homo sapiens), P50281. GFP/RFP ratio fluorescence, overnight; percent of plate control window, DMSO zero. GFP/RFP ratio change, % at 20 µM. 360,000 tested, 0.061% active;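 active = GFP/RFP ratio change of at least 30% with cell ATP level not reduced by more than half and red fluorescence within 50% of control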; also: strong numbers were not always called active
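Material: RFP-PRO-GFP reporter HT1080 cells. Dosing: single-point 20 µM compound, 1% DMSO. Controls: DMSO and RFP-L50D-GFP cell wells. Timing: cells overnight before dosing, compound overnight, 37 °C, 5% CO2. Measure: GFP/RFP fluorescence ratio.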
Tb MetRS inh: T. brucei MetRS inhibitors, primary screen, biochemical, luminescence; purified T. brucei MetRS, ATP depletion, Kinase-Glo luminescence; inhibition, % at 11.9 µM; 360,000 tested, 0.4% active; AID 624268, 2012;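 active = inhibition above a per-plate cutoff of the control wells' mean inhibition plus 3 SD, cut at about 5.5% in these data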;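 also: 0% = DMSO wells median and 100% = median of wells with control inhibitor compound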
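System: purified T. brucei MetRS enzyme / Detection: Kinase-Glo luciferase luminescence reporting remaining unconsumed ATP / Medium: HEPES buffer with MgCl2, KCl, DTT, spermine, BSA, pyrophosphatase / Replication: singlicate, one well per compound / Evaluation: percent inhibition relative to median high and low control wells / Schedule: 2 h aminoacylation at 25 °C after 15 min preincubation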
FAS-TE inh: FAS thioesterase domain inhibitors, primary screen, biochemical, fluorescence intensity, uHTS; Fatty acid synthase (Homo sapiens), P49327; recombinant FAS-TE, OMFH fluorogenic substrate, fluorescence endpoint; inhibition, % at 15 µM; 360,000 tested, 0.67% active;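 active = compounds whose normalised, plate-corrected inhibition of enzyme fluorescence in the single-dose primary screen is 50% or more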;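 also: 0% = DMSO with enzyme and 100% = substrate without enzyme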
bovine MsrA act: bovine MsrA enzyme activators, primary screen, biochemical, absorbance, HTS; purified bovine MsrA, absorbance read-out; activation, % at 10.6 µM; 360,000 tested, 0.3% active; AID 602163, 2012; in the data active = activation above about 7.5%;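 also: 0% = vehicle and 100% = reference activator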
Active calls of the source: *; . = no result given.

SMILES	MsrA inh	NRP1-CendR mod	SKN-1 block	MLLE-PAM2 inh	E coli Lon inh	MT1-MMP act inh	Tb MetRS inh	FAS-TE inh	bovine MsrA act
CCOc1ccc(-c2nc(CSCC(=O)N3CCN(C(=O)c4ccco4)CC3)c(C)o2)cc1	-0.3	-5	11	-8	0	0	0.7	-4	-1
CCOc1ccccc1NC(=O)c1ccccc1NS(C)(=O)=O	1.6	7	10	9	0	-1	0.1	-6	-3
CCCCN(C)C(=O)CC(NS(=O)(=O)c1ccc(NC(C)=O)cc1)C(C)C (stereo not given)	-1.6	3	1	-4	-12	3	-0.5	-2	2
COC(=O)/C(C#N)=C1/C=Cc2ccccc2N1C	0.1	6	7	6	6	-3	-0.4	0	-2
COc1ccc(Cl)cc1NC(=O)COC(=O)Cc1cccs1	1.8	0	-10	-2	-26	0	-0.6	13	-3
Cc1cc(-c2nnc(CSc3nnc(NC(=O)c4ccc(C(C)(C)C)cc4)s3)o2)ccc1[N+](=O)[O-]	0.6	-2	-2	-11	-8	6	-0.3	75*	-6
COc1cccc(/C=N/NC(=O)Cn2ccnc2C)c1	0.0	1	9	-5	-27	-2	0.8	-7	-2
CCn1c(SCC(=O)Nc2ccc3c(c2)c2ccccc2n3CC)nnc1-c1ccco1	0.1	-81	18	-10	-9	-5	-0.3	6	3
O=C(NCc1ccco1)c1ccc2sc([C@H]3C[C@H](O)[C@@H](CO)O3)nc2c1	1.2	-6	6	-3	5	-5	-0.3	-4	-2
O=C(CCC(=O)OCc1ccc(Br)cc1)Nc1ccccc1	-1.3	7	5	-1	0	4	6.1*	1	-1
Cc1ccc(C2CC(c3cccc(Cl)c3)n3nc(N)nc3N2)cc1 (stereo not given)	0.1	7	17	1	6	-3	-0.3	0	0
O=C(Nc1ccc(Oc2cccnc2)cc1)C1CCCCN1Cc1ccc(CO)o1 (stereo not given)	0.4	7	26	-1	-11	1	-0.2	-6	-4
CN1c2ccccc2N(C)C1(C)c1cccc2ccccc12	3.5	-47	21	-33	-5	5	-0.6	3	-7
CCOC(=O)c1c(NC(=O)CN2CCCCC2)sc(CN(C)C)c1-c1ccccc1	0.9	9	7	-2	11	-13	-1.0	21	-9
CCCS(=O)(=O)N1CCCC(C(=O)NCCCN2CCN(c3cccc(Cl)c3)CC2)C1 (stereo not given)	0.6	-9	-5	3	-5	12	-2.1	-6	-6
Cc1ccc(CN2CCN(c3ccccn3)CC2)s1	-0.5	-3	-3	-2	1	1	-0.7	-4	-7
O=C(CCNS(=O)(=O)c1ccccc1Cl)OCc1nnc(-c2ccccc2Cl)o1	0.5	-3	-12	-24	-1	-2	-0.3	8	0
Cc1cc(C)n2nc(SCC(=O)N(C)c3c(N)n(Cc4ccccc4)c(=O)[nH]c3=O)nc2n1	.	-13	-2	2	-3	-1	1.0	-7	-3
Cn1c(CNC(=O)CNC(=O)c2ccccc2F)cc(=O)n(C)c1=O	-0.3	-2	10	-19	0	1	-0.2	-7	-2
O=C(CN1CCCC1)Nc1ccc(OCc2ccccc2)cc1	0.8	0	-1	-1	-1	5	-0.7	-5	-8
CC(C)C(c1nnnn1C1CCCC1)N(C)C1CCCCC1 (stereo not given)	0.1	-16	3	-6	1	-15	0.3	5	2
CC(O)[C@H]1CNC(=O)C(=O)N1CCc1cccc(F)c1 (stereo not given in full)	-0.5	1	-15	-3	-18	5	-0.4	-3	0
CNC(=O)COC(=O)c1cccnc1SC	-0.8	0	2	-5	0	0	-1.2	-11	-10
O=C(/C=C/c1ccccc1F)c1cccc([N+](=O)[O-])c1	0.9	2	9	-1	-6	-4	-0.6	8	-2
C/C(=N\NC(=O)c1c[nH]c2ccccc12)c1ccccn1	0.0	0	4	-3	-5	1	0.9	-4	-3
C=CCNc1sc(C(=O)C2CC2)c(N)c1C#N	6.4*	-9	-2	-8	-15	1	-1.1	-5	-8
Cc1cc(C)n(CCCNC(=O)c2ccc(S(=O)(=O)NCc3ccco3)cc2)n1	0.7	8	6	2	-3	6	0.0	-6	0
CC1(c2cccc(Br)c2)NC(=O)N(CC(=O)NC2CCCCC2)C1=O (stereo not given)	-0.1	1	29	0	-9	0	0.2	-4	0
Cc1ccc(F)cc1CNC(=O)C1CCC(=O)N(CCCN2CCCC2=O)C1 (stereo not given)	0.6	-2	-3	1	-12	3	-0.1	-4	-5
Cc1cc(C(=O)N2CCCC(Nc3ccc(F)cc3)C2)c(C)o1 (stereo not given)	0.6	-2	20	9	-7	1	-0.1	-1	-5
O=C(CS(=O)(=O)Cc1ccccc1)N1CCN(c2cccc(C(F)(F)F)c2)CC1	0.6	-8	-15	17	0	-4	0.1	8	0
CC(=O)N1CCN(C(=O)CCC(=O)O)CC1	0.7	4	-2	-15	1	4	-0.8	-4	-1
CSc1ccc(CCNS(=O)(=O)c2c(C)[nH]c(C)c2C(=O)N2CCCCC2)cc1	-0.1	4	11	-1	-9	0	-0.1	-2	-3
C=CCn1c(SCC(=O)Nc2cccc(OC)c2)nnc1-c1cccnc1	0.2	-3	-3	-8	1	0	0.2	0	-1
CCCC(C)NC(=O)CN1C(=O)NC2(CCc3ccccc32)C1=O (stereo not given)	0.2	8	1	-18	-17	-3	-0.3	-6	-1
Cc1nc2cc(-c3cccs3)[nH]n2c(=O)c1C	.	4	6	-4	-5	-20	-0.5	-6	-1
CCOc1ccc(/C=C/c2[nH]c(=O)[nH]c(=O)c2[N+](=O)[O-])cc1	0.1	-74	-3	-4	3	0	-0.5	-4	-4
COc1ccccc1C(C)NCC(=O)NCC(=O)Nc1ccc(F)c(F)c1F (stereo not given)	-0.5	6	-6	-4	-1	5	-0.3	2	-1
CCCCCN(C(=O)NC(=O)Nc1ccccc1C)S(C)(=O)=O	1.2	-7	5	0	-2	-1	-0.7	-2	-4
CCC(=O)N1CCc2cc(S(=O)(=O)CCC(=O)N3CCc4ccccc4C3)ccc21	.	0	-22	-3	-1	2	-0.7	-3	-8
Cc1ccc(NC(=O)CN(C)C(=O)CSc2nc3ccccc3c(=O)n2CCO)cc1	-0.4	0	17	28	2	-2	-0.3	-8	-3
CCC1C(c2ccccc2)N(C)C(c2ccccc2)CC1(O)c1ccccc1 (stereo not given)	-0.9	-2	5	4	1	-15	-0.1	33	-2
COC(=O)[C@@H](Cc1ccccc1)NC(=O)Cn1cnc2c(SC)nc(N)nc21	2.1	-4	-4	-3	-8	1	-0.6	-10	-2
Cc1ccc(-n2cc(-c3ccccc3)c3c(N4CCOCC4)ncnc32)cc1	-1.0	-2	-1	-9	6	-18	-0.2	27	-5
Cc1nnc(SCC(=O)NC(=O)NC2CCCC2)n1N	0.3	30*	4	-1	1	6	-0.5	-9	3
COc1ccc(/C=N/n2c(N)nc(-c3ccccc3)c2-c2ccccc2)cc1	1.6	3	12	7	1	-2	-1.0	5	-9
COc1ccccc1NS(=O)(=O)c1cccc(NC(=O)C2CC(=O)N(Cc3ccccc3)C2)c1 (stereo not given)	-0.3	18	18	-8	-7	4	-0.8	1	-8
O=C(CSCc1ccccc1)NCCCN1CCOCC1	-0.8	-10	7	-12	1	3	-1.0	-9	-11
COc1ccccc1C(=O)Oc1cc(N)n(S(=O)(=O)c2ccc(C)cc2)n1	-0.3	1	-16	15	11	4	0.2	-2	3
CC1CCN(CC(=O)Nc2ccccc2C(=O)NC2CC2)CC1	-1.6	-6	6	5	-14	-3	0.5	-4	-1

Later entries:
SMILES	MsrA inh	NRP1-CendR mod	SKN-1 block	MLLE-PAM2 inh	E coli Lon inh	MT1-MMP act inh	Tb MetRS inh	FAS-TE inh	bovine MsrA act
COc1ccc(CCNC(=O)CN2C(=O)CSc3ccc(S(=O)(=O)N4CCOCC4)cc32)cc1OC	-0.8	-5	15	12	1	-2	-0.1	-3	-1
O=C(O)c1cc(Nc2nc(N3CCOCC3)nc(N3CCOCC3)n2)ccc1Cl	-0.1	10	4	-5	-2	2	-0.5	-7	-1
Cc1ccc(-n2nnnc2-c2cnc(-c3cccnc3)nc2C(F)(F)F)cc1	1.2	20*	-19	5	-3	3	0.1	42	0
O=C(NC(=S)N1CCN(c2c(Cl)cccc2[N+](=O)[O-])CC1)c1cccs1	0.3	5	15	1	-5	3	-1.4	13	-2
COCCNc1nc(N)c([N+](=O)[O-])c(NC2CCCCC2)n1	2.8	1	-3	1	3	-2	-0.9	3	-7
Cc1ccccc1CNC(=O)CCCn1ncn2c(cc3occc32)c1=O	1.3	2	6	10	-10	0	0.6	-3	0
O=C(c1ccc2c3c(cccc13)CC2)N1CCN(c2ncccn2)CC1	-0.3	4	0	0	-6	-4	0.1	3	0
O=C(CSc1nc(O)cc(=O)n1-c1ccccc1)N1CCCCC1	.	-9	4	-5	6	3	0.3	-8	-1
Cc1c(N/N=C(\C#N)C(=O)c2ccccc2)c(=O)n(-c2ccccc2)n1C	1.6	-6	1	10	-22	-18	-0.1	15	-2
CCN(CC)C(=O)C(=O)c1cn(CC(=O)N2CCc3ccccc3C2)c2ccccc12	1.0	12	4	-10	-9	0	-0.9	2	-2
Cc1nn(-c2ccc(F)cc2)c(Cl)c1/C=C(/CCC(=O)O)c1nc2ccccc2s1	0.1	-8	22	3	-4	0	-0.3	-1	-3
C=CCSc1nc(N2CCOCC2)c2c(c1C#N)CC(C)(C)N(C)C2	-0.2	1	5	-4	6	-2	0.3	-9	-2
O=C(Nc1cc(S(=O)(=O)N2CCOCC2)ccc1Cl)C(=O)c1c(-c2ccccc2)cc2ccccn12	0.7	-26	6	3	-7	-1	0.5	76*	0
COc1ccc(NS(=O)(=O)c2cc([N+](=O)[O-])ccc2N/N=C/c2c(C)[nH]c3ccccc23)cc1	-0.3	-97	7	-84	-40	-99	-0.2	12	-2
O=C(/C=C/NCc1cccnc1)c1ccc(-c2ccccc2)cc1	1.9	8	3	-53	-6	1	-0.6	4	0
OC(c1ccccc1)c1nc(/C=C/c2ccc(C(F)(F)F)cc2)cs1 (stereo not given)	0.5	14	5	-2	1	-8	-0.2	32	-5

Record cards, as listed above:
Cc1nn(-c2ccc(F)cc2)c(Cl)c1/C=C(/CCC(=O)O)c1nc2ccccc2s1 reads MsrA inh: 0.1; NRP1-CendR mod: -8; SKN-1 block: 22; MLLE-PAM2 inh: 3; E coli Lon inh: -4; MT1-MMP act inh: 0; Tb MetRS inh: -0.3; FAS-TE inh: -1; bovine MsrA act: -3
C=CCSc1nc(N2CCOCC2)c2c(c1C#N)CC(C)(C)N(C)C2 reads MsrA inh: -0.2; NRP1-CendR mod: 1; SKN-1 block: 5; MLLE-PAM2 inh: -4; E coli Lon inh: 6; MT1-MMP act inh: -2; Tb MetRS inh: 0.3; FAS-TE inh: -9; bovine MsrA act: -2

Screens (PubChem BioAssay)

Rows are unselected. About 4% of those tested had a hit in this group.
